Peg3 imprint: qHTS Assay for Compounds that Induce Erasure of Genomic Imprints; AID 1948, 2009; Potency, µM (doses to about 60.7 µM), without a hit: top-dose activity change, positive = activation, most hits filed as activators; hit rate 0.02% among 110,000; mouse ES Peg3-LacZ reporter, beta-gal luminescence, 40 h;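 further: 0% = negative control wells on the plate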
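Imprint erasure is scored as LacZ activity from the silenced maternal Peg3 allele in feeder-free female ES cells cultured 40 h with LIF. Luminescence is normalized to in-plate negative controls and fitted to the Hill equation.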
IkB signaling: IkB Signaling; ABC-DLBCL IkBa-CBG/CBR dual luciferase ratio, 4 h; response scale: scaled: untreated 0%, proteasome inhibitor 100%; Potency, µM (doses to about 57.1 µM), for inactives: top-dose IkBa stabilization activation; hit rate 0.04% among 110,000; active means well fitted curve in the direction sought with a large enough effect in the signal ratio, not every such curve was filed as active; inconclusive means small, poorly fitted or top-dose-only effect, or a change in a side signal; the % refers to the signal ratio;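 further: the direction sought is a rising ratio; 0% = basal untreated cells and 100% = reference inhibitor full response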
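In this assay, an IκBα–CBG68 fusion accumulates when IKK-driven degradation is blocked; native CBR normalizes for cell number. OCI-Ly3 cells were treated 4 h with compound and doxycycline, then green and red light read after Chroma-Glo addition.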
p53ts 39C tox: qHTS Screen for Compounds that Selectively Target Cancer Cells with p53 Mutations: Cytotoxicity of p53ts Cells at the Nonpermissive Temperature | H1299-p53A138V viability at 39C, ATP luminescence, 24 h | Potency, µM (series often up to 46.1 µM), without a hit: at the highest dose activity change, negative = cell killing, usual class: cytotoxic | AID 902, 2007 | hit rate 1.5% among 130,000; further: nearly all actives have a fitted effect of over 55% in size
p53ts 32C tox: qHTS Screen for Compounds that Selectively Target Cancer Cells with p53 Mutations: Cytotoxicity of p53ts Cells at the Permissive Temperature; H1299-p53A138V at 32C, ATP luminescence viability, 24 h; hit rate 0.93% among 130,000; Potency, µM (series often up to 46.1 µM), inactives show at the top dose activity change, negative = cytotoxicity, hits mostly cytotoxic;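 further: 0% = DMSO and -100% = full killing by reference compound; nearly all actives have a fitted effect of over 55% in size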
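H1299-p53 A138V cells (temperature-sensitive p53) exposed 24 h to up to 46 uM compound at 32C, where p53 is wild-type in conformation. Viability read as ATP luminescence and normalised to DMSO and 100 uM tamoxifen. AC50 fitted with the Hill equation.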
The depositor's hits bear a star; ? = inconclusive; · = not tested or not shown; [ ] = dose if it differs, or a comment. Unless noted, the call rests on the fitted dose curve; in most records, active means well fitted curve in the direction sought with a large enough effect; inconclusive means small, poorly fitted or top-dose-only effect, or another doubt; inactive means no such curve, though single readings can be large; an effect the other way counts as inactive or inconclusive. Unless noted, on the % scale 0 is the no-effect control and ±100 the full control effect; potency means the concentration at half of the fitted maximal effect. Outcome played no part in choosing rows; 1.7% or so of the library scored in one or more.

structure	Peg3 imprint	IkB signaling	p53ts 39C tox	p53ts 32C tox
COc1ccc(OCCCn2c(=O)oc3ccc(C)cc32)cc1	16%[10.9 µM]	-1.7%	?	-4%
CCc1ccc(-n2c(=O)c3c4c(sc3n(Cc3ccccc3C#N)c2=O)CCC4)cc1	-8%[10.9 µM]	?	16%	10%
CC(C)CC(=O)Nc1cccc(-c2nc3ccccc3[nH]2)c1	-16%[10.9 µM]	?	12%	0%
CCCCOc1ccc(C(=O)NC)cc1	-12%	1.0%	-2%	-6%
Cc1cccc(CNc2ncncc2-c2ccccc2Cl)c1	?	0.7%[11.4 µM]	-11%	0%
Cc1nc2nc(CSc3nnc(C)s3)cc(=O)n2[nH]1	-9%	3.0%	-1%	2%
CCN(C(=O)CSc1nc2ccccc2n1CC(=O)N1CCCC(C)C1)c1ccccc1 (stereo unspecified)	-8%[10.9 µM]	0.6%	-10%	9%
COc1ccccc1CN(CC(=O)NCC1CCCO1)C(=O)CNS(=O)(=O)c1ccc(C)cc1 (stereo unspecified)	6%	-0.6%	1%	-2%
Cn1cc(C(c2ccccc2)c2ccc(Cl)s2)c2ccccc21 (stereo unspecified)	-10%[10.9 µM]	?	3%	11%
COc1ccc(NC(=O)C2CC(c3cc(OC)c(OC)c(OC)c3)=NO2)cc1OC (stereo unspecified)	-9%	0.6%	-5%	-3%
CCCCC(c1nnnn1CCOC)N1CCN(c2cccc(OC)c2)CC1 (stereo unspecified)	-12%	?	-4%	8%
CCc1ccccc1NC(=O)Nc1ccc2snnc2c1	-11%[10.9 µM]	?	-3%	29%
O=C(O)C1CCCCC1C(=O)Nc1ccccn1 (stereo unspecified)	3%	2.4%	9%	1%
O=C(O)c1cc(O)ccc1-c1ccc(O)cc1	·	3.7%	5%	-8%
Cc1cnc(C(=O)Nc2ccc(C(=O)N(C)C3CCCCC3)cc2)cn1	-3%	1.2%	-2%	-2%
CCOc1nc(OCC)nc(N2CCC(C)CC2)n1	·	-1.2%	-4%	-5%
CCOc1ccc(CC(=O)NCc2cn3c(C)csc3n2)cc1	?	0.9%	11%	-8%
CCc1ccccc1N1C(=O)C2CC=CCC2C1=O (stereo unspecified)	-3%	-2.0%	1%	21%
COCCNS(=O)(=O)c1ccc2c(c1)C(=O)c1cc(S(=O)(=O)NCCOC)ccc1-2	-5%	-1.9%	0%	-2%
CC(=O)c1c(C)n(-c2ccccc2)c2ccc(O)cc12	15%	0.7%	15%	12%
CC(C)(C)c1ccc(OC(=O)Nc2ccc(O)c(C(=O)O)c2)cc1	-8%[10.9 µM]	-1.9%[11.4 µM]	-2%[9.22 µM]	-12%[9.22 µM]
Cn1cccc1Cc1nnc(SCC(=O)NC2CCCC2)n1CCc1ccccc1	-15%	0.6%	10%	-2%
COc1ccc(NC(=O)N2CCN(c3cc(-c4noc(C)n4)ccc3C)CC2)c(OC)c1	-12%[10.9 µM]	0.8%	-26%	8%
CCCn1nc(NC(=O)CC(C)C)c2cc3ccccc3nc21	·	·	-5%	10%
CCn1c(C(=O)N2CCCC(C(=O)N3CCN(c4ccccc4)CC3)C2)cc2sccc21 (stereo unspecified)	-3%[10.9 µM]	?	-11%	-8%
COc1cccc(-c2cc(C(=O)Nc3cc(OC)c(OC)c(OC)c3)on2)c1	-17%[10.9 µM]	4.8%	-18%	-5%
CCc1nn2c(=O)cc(COC(=O)c3ccco3)nc2s1	-4%[10.9 µM]	0.7%	-5%	4%
COc1ccccc1NC(=O)C1=C(C)Nc2ncnn2C1c1cccs1 (stereo unspecified)	-10%	0.3%	8%	4%
O=C(c1ccco1)N1CCC2(CC1)CCN(c1cccc(-c3ccccc3)c1)CC2	·	0.7%[11.4 µM]	-4%	1%
Cn1c(C(=O)NCCCN2CCN(c3cccc(Cl)c3)CC2)cc2c(=O)n(C)c3ccccc3c21	-10%	4.6%	-3%	-6%
O=C(Cn1cc(C(=O)c2ccco2)c2ccccc21)Nc1ccccc1Cl	-15%[10.9 µM]	?	0%	-3%
CNc1nc(-c2ccoc2)nc2ccccc12	-13%	2.9%[11.4 µM]	-8%	5%
CCc1ccc(C2C(C#N)=C(N)SC(N)=C2C#N)s1	-10%	3.2%	-5%	-5%
Cc1ccc(NC(=O)Cn2cc(C(=O)C3CCCCC3)c3ccccc32)c(C)c1	-8%[10.9 µM]	?	-25%	15%
CC(NC(=O)Nc1ccc(F)cc1F)c1ccncc1 (stereo unspecified)	-8%	-0.4%	9%	3%
CNC(CC(=O)O)C(=O)O (stereo unspecified)	-7%	·	-13%	-8%
Cc1cccc2sc(N(Cc3cccnc3)C(=O)c3cccs3)nc12	-8%[10.9 µM]	?	10%	-7%
Cc1ccccc1-c1ccc2ncnc(NCc3cccnc3)c2c1	-16%	8.0%[11.4 µM]	?	?
Cc1ccc(-c2nc3cccc(C)n3c2Nc2ccc3c(c2)OCO3)o1	-18%[10.9 µM]	?	7%	-6%
COc1ccc(CNC(=O)c2ccc3c(c2)NC(=O)C(CS(=O)(=O)Cc2ccccc2Cl)N3)cc1 (stereo unspecified)	-5%[10.9 µM]	?	-17%	6%
Cc1ccc(Cl)cc1N1CCN(C(=O)Cc2c(C(=O)O)c(C)cn2C)CC1	25%[10.9 µM]	0.5%	-9%	18%
CS(=O)(=O)N(CC(=O)N1CCN(Cc2ccccc2)CC1)C1CCCCC1	-8%	4.6%	8%	-7%
CCCc1sc(N/N=C/c2ccccn2)nc1-c1ccc(Br)cc1	·	·	9%	-3%
CCOC(=O)c1ccccc1NC(=O)N1CCN(Cc2cc(=O)n3nc(-c4ccccc4)sc3n2)CC1	-11%[10.9 µM]	2.6%	-7%	5%
Cc1ccccc1-c1nc(NC2CC2)c2ccccc2n1	-23%	1.0%[11.4 µM]	-10%	7%
Nc1cc(-c2cccc([N+](=O)[O-])c2)[nH]n1	·	·	1%	29%
CCOc1ccccc1NC(=O)CCc1c(C)nn(-c2ccc(N3CCOCC3)nn2)c1C	13%[10.9 µM]	-2.3%	-14%	-1%
CN1/C(=C\C(=O)Nc2cccc(Cl)c2)C(C)(C)c2ccccc21	·	·	-11%	-4%
CC(c1ccco1)N(C(=O)COc1ccc(Cl)cc1)c1ccccn1 (stereo unspecified)	-18%	-1.7%	-29%	-10%
O=C(Cc1nn[nH]n1)NCCC1=CCCCC1	-11%	-0.8%	2%	2%
O=C(NC1CC2CCC(C1)N2Cc1ccco1)c1ccccc1 (stereo unspecified)	·	·	0%	-2%
CCOC(=O)N1CCN(c2ncnc3nc[nH]c23)CC1	-12%	-0.8%	-3%	-5%
COc1cc(C(=O)N2CCN(CCc3ccccn3)CC2)cc(OC)c1OC	-9%[10.9 µM]	-0.7%	2%	3%
COCCn1c(=O)c(-c2cc(F)cc(F)c2)nc2cnc(N3CCNCC3)nc21	·	-3.1%[11.4 µM]	-15%	-8%
COCc1cc(C)n(CC(=O)Nc2ccc(NC(C)=O)cc2)c(=O)c1C#N	10%[10.9 µM]	-0.1%	11%	-2%
O=C(Cn1nnc2ccccc21)C1CC1	-15%	-1.2%	1%	-6%
Cc1c(C(=O)Nc2cccc(Cl)c2)oc2ccc(S(=O)(=O)N3CCOCC3)cc12	-17%[10.9 µM]	4.8%	-27%	-5%
O=C(Cc1ccccc1)Nn1cnc2ccccc21	-9%	0.2%	-6%	1%
CC(C)NS(=O)(=O)c1ccc(OCC(=O)N2CCCC2)cc1	·	·	20%	-1%
CCOC(=O)C1CCN(c2c(C(=O)c3ccc(OC)cc3)cnc3ccccc23)CC1	-23%[10.9 µM]	?	?	?

Reformatted: 4 of the compounds above
> CCOc1ccccc1NC(=O)CCc1c(C)nn(-c2ccc(N3CCOCC3)nn2)c1C
  Peg3 imprint: 13%[10.9 µM]; IkB signaling: -2.3%; p53ts 39C tox: -14%; p53ts 32C tox: -1%
> CN1/C(=C\C(=O)Nc2cccc(Cl)c2)C(C)(C)c2ccccc21
  Peg3 imprint: ·; IkB signaling: ·; p53ts 39C tox: -11%; p53ts 32C tox: -4%
> CC(c1ccco1)N(C(=O)COc1ccc(Cl)cc1)c1ccccn1 (stereo unspecified)
  Peg3 imprint: -18%; IkB signaling: -1.7%; p53ts 39C tox: -29%; p53ts 32C tox: -10%
> O=C(Cc1nn[nH]n1)NCCC1=CCCCC1
  Peg3 imprint: -11%; IkB signaling: -0.8%; p53ts 39C tox: 2%; p53ts 32C tox: 2%

Carrying on.
Below each compound – Peg3 imprint, IkB signaling, p53ts 39C tox, p53ts 32C tox
- Cc1ccc(NC2=NC(c3ccc(O)cc3)n3c(nc(C)cc3=O)N2)cc1 (stereo unspecified)
  -15%, 1.6%, 0%, -6%
- CCOc1ccc(-c2cc(C(=O)NCCc3ccccc3)c3c(-c4ccc(C)cc4)[nH]nc3n2)cc1
  -10%[10.9 µM], -1.3%, 16µM*, -12%
- CC(C)OCCCn1c(=NC(=O)c2ccncc2)c(C#N)cc2c(=O)n3ccccc3nc21
  -5%, 2.1%, 16%, -14%
- COc1cc(C2C(C(=O)c3ccco3)=C(O)C(=O)N2c2cc(C)on2)cc(Br)c1O (stereo unspecified)
  0%, -1.3%, 10%, 6%
- O=C(CCCc1ccccc1)NC1CC(=O)N(c2cccc(F)c2)C1 (stereo unspecified)
  -5%[10.9 µM], 0.2%, -29%, 8%
- O=C(CC1SC(=Nc2ccccc2)N(CCCO)C1=O)Nc1ccc(Cl)cc1 (stereo unspecified)
  1%, ?, -6%, -1%
- CCC(=O)N1CCc2cc(S(=O)(=O)NCCC(=O)Nc3ccc(C)cc3C)ccc21
  -11%[10.9 µM], -1.0%, 14%, 9%
- O=S(=O)(/N=C(/Nc1cc(N2CCOCC2)ncn1)c1ccc(F)cc1)c1ccccc1
  -8%, -7.5%, 2%, 9%
- Cn1c(=O)oc2cc(S(=O)(=O)N3CCCC(C(=O)NCCc4ccccc4)C3)ccc21 (stereo unspecified)
  -17%[10.9 µM], ?, 25%, 4%
- CC(C)c1ccc(S(=O)(=O)NCc2ccc3c(c2)CCN3C(=O)c2ccccc2)cc1
  -5%[10.9 µM], -1.0%, -8%, 31%[activator]
- COc1ccc2oc(=O)c(C(=O)Nc3cccc(C(=O)O)c3)cc2c1
  -89%[inhibitor][10.9 µM], ?, 5µM*, 7.9µM*
- CNC(=O)C1CCC(Cn2c(=O)c3sccc3n(CC(=O)N3CCCC(C)C3)c2=O)CC1 (stereo unspecified)
  -5%[10.9 µM], 0.1%, -6%, 5%
- COCCn1cnc2c1c(=O)n(CC(=O)c1ccc3c(c1)OCCO3)c(=O)n2Cc1ccccc1
  -9%, 0.2%, 9%, 0%
- COc1ccc(C)cc1NC(=O)CN(c1ccccc1F)S(C)(=O)=O
  -12%, -1.5%, -18%, 0%
- CCOC(=O)c1cc2c(=O)n3ccccc3nc2n(Cc2ccco2)c1=NC(=O)c1ccccc1Br
  -17%[10.9 µM], 6.3%, -7%, 4%
- COC(=O)c1ccc(N2C(=O)CC(N(C)Cc3ccccc3)C2=O)cc1 (stereo unspecified)
  -4%, -0.2%, 6%, -8%
- COc1ccc(C2=CSC3=NCCN23)cc1F
  -14%, 0.4%, 0%, -10%
- CC(=O)Nc1ccc(NC(=O)c2nc(S(=O)(=O)Cc3ccc(F)cc3)ncc2Cl)cc1
  -37%[inhibitor][10.9 µM], 0.4%, 10µM*, -18%

Screening data from PubChem.
